High-throughput results deposited in PubChem BioAssay by several laboratories.
GPR35 antagonists – GPR35 antagonists blocking zaprinast-driven arrestin recruitment, primary screen, imaging, U2OS, beta-arrestin-GFP, zaprinast agonist (AID 2058); U2OS GPR35 beta-arrestin-GFP translocation imaging, zaprinast antagonism; higher % means a stronger effect; inhibition, % at 10 µM; hits with a dose series show IC50 in µM; actives 0.052% (n = 290,000);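 active = inhibition of at least 50% with at least 30 cells and total cytoplasm GFP at most 10,000,000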
PhoP inhibition – inhibitors of PhoP regulon expression, primary screen, Salmonella Typhimurium, GFP reporter (AID 1863). S. Typhimurium PhoP-regulated promoter GFP reporter, 4 h; higher % means a stronger effect. inhibition, % at 50 µM, or IC50 in µM where a hit was titrated. actives 0.16% (n = 300,000);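 active = inhibition over 29.93%, a cutoff 3 SD above the screen mean, later confirmed by dose response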;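 note: 0% = low Mg2+ inducing control and 100% = high Mg2+ repressing control; strong numbers were not always called active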
GPR55 activation – GPR55 agonists via beta-arrestin recruitment, primary screen, imaging, U2OS cells, beta-arrestin-GFP redistribution (AID 1961); G-protein coupled receptor 55 (Homo sapiens); U2OS GPR55 beta-arrestin-GFP redistribution imaging; higher % means a stronger effect; activation, % at 10 µM, or EC50 in µM where a hit was titrated; actives 0.048% (n = 290,000);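 active = activation above 40% with more than 50 cells counted in the well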;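 note: U2OS osteosarcoma cells stably expressing GPR55 and beta-arrestin-GFP; plate controls were DMSO negative control for no effect and LPI positive control for full effect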
NTR1 agonist – agonists of NTR1, primary screen, imaging, U2OS cells, beta-arrestin-GFP, high content (AID 493036); Neurotensin receptor type 1 (Homo sapiens), P30989; NTR1-U2OS beta-arrestin-GFP spot imaging, agonist mode; activation, % at 20 µM; actives 0.17% (n = 330,000);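 active = activation at or above 40% of the spot to cytoplasm intensity ratio, with at least 20 cells analyzed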;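 note: 0% = DMSO without peptide and 100% = 100 nM NTR1 peptide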
Target sequence (P30989 whole entry, looked up): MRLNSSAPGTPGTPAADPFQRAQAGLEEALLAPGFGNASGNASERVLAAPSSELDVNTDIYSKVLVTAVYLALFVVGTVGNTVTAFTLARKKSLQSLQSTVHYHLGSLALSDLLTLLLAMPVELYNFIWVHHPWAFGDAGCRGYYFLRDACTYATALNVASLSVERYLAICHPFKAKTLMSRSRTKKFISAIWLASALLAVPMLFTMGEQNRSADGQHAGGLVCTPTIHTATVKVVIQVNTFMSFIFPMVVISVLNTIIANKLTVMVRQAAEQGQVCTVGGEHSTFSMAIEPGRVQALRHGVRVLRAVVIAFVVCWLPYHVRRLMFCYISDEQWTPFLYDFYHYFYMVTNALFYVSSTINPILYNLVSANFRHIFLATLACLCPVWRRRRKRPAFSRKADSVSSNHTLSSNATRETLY
West Nile antiviral – West Nile virus antiviral activity, cell-based, CPE readout (AID 1621); West Nile virus-infected cells, CPE inhibition; higher % means a stronger effect; CPE inhibition, % at 10 µM, or IC50 in µM where a hit was titrated; actives 0.02% (n = 290,000); in the data active = a potency from the dose series; note: strong numbers were not always called active
GPR55 antagonists – GPR55 antagonists blocking LPI-driven arrestin recruitment, primary screen, imaging, U2OS, beta-arrestin-GFP, LPI agonist (AID 2013); G-protein coupled receptor 55 (Homo sapiens); inhibition, % at 10 µM, or IC50 in µM where a hit was titrated; actives 0.13% (n = 290,000); U2OS GPR55 beta-arrestin-GFP translocation imaging, LPI antagonism; higher % means a stronger effect;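 active = spots per cell inhibited over 60%, with over 100 cells counted and total cytoplasm intensity under 500,000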;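 note: U2OS cells stably carrying GPR55 and arrestin-GFP stimulated by 5 µM LPI near EC80; imaged beta-arrestin-GFP aggregate spots per cell after agonist stimulation; plate controls were LPI-stimulated DMSO wells for no effect and DMSO wells without LPI for full effect; some results filed as inactive read as strong as hits; confirmed hits need IC50 under 10 µM and bright autofluorescent wells are also inconclusive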
KOR beta-arrestin-1 – KOR agonists, beta-arrestin recruitment, primary screen, cell-based, luminescence, uHTS (AID 1777); activation, % at 10 µM; hits with a dose series show EC50 in µM; Kappa-type opioid receptor (Homo sapiens); actives 0.02% (n = 280,000); KOR beta-arrestin recruitment, luminescence; higher % means a stronger effect; in the data active = activation above about 50%, passing the limit was not always enough; note: a part of the inactive calls stands beside numbers as strong as those of hits
T cell modulator – modulators of CD8 T cell-vesicle binding, primary screen, mouse 2C CD8+ T cells, flow cytometry; 2C CD8+ T cell-vesicle binding; active compounds read low; calls only at 7 µM; actives 0.068% (n = 330,000);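 active = response, share of CD8 T cells binding vesicles, and their 90th percentile fluorescence all below set limits, cut at about 80% in these data, passing the limit was not always enough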
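Read-out – percent CD8+ FL2 mean versus row control · System – murine 2C transgenic CD8+ T lymphocytes · Times – 1.5 h cell–vesicle binding at 37 °C, then 20 min icy labelling · Control set – naked vesicles low, QL9 vesicles with vehicle high · Detection – cytometric PE anti-B7-1 and Alexa647 anti-CD8 signals after 1% paraformaldehyde fixation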
KOR beta-arrestin-2 – KOR antagonists, beta-arrestin recruitment, cell-based, luminescence, uHTS (AID 1778); actives 0.091% (n = 290,000); one-dose inhibition, % at 10 µM; IC50 in µM for titrated hits; KOR beta-arrestin recruitment, luminescence, antagonist mode; higher % means a stronger effect; Kappa-type opioid receptor (Homo sapiens); in the data active = inhibition above about 50%; note: strong numbers were not always called active
T cell modulator vesicle-bound % – further read-out of T cell modulator, marked with its call; double positive events, %; measured here: CD8+ vesicle-bound cell fraction;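 binding gate set so that unloaded-vesicle control wells show 10% double positive cells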
NTR1 agonist cell count 20 µM – further read-out of NTR1 agonist, marked with its call; cell count; measured here: cell count, cytotoxicity flag
An asterisk follows results filed as active; i = inactive; . = no result given; [ ] = remark or other dose. This is a random part of the collection; about 0.62% have a hit in one of these screens.

SMILES | GPR35 antagonists | PhoP inhibition | GPR55 activation | NTR1 agonist | NTR1 agonist cell count 20 µM | West Nile antiviral | GPR55 antagonists | KOR beta-arrestin-1 | T cell modulator | T cell modulator vesicle-bound % | KOR beta-arrestin-2
CCN(Cc1ccncc1)C(=O)C1CCC(=O)N(Cc2ccc(Cl)cc2)C1 (centres undefined) | 8% | -1% | 0.0% | 1.6 | 38 | -0.5% | 6% | -2.6% | i | 20 | 6%
CCOc1ccc(C(C)=O)cc1Cn1c(=O)oc2ccccc21 | -2% | 25% | 0.0% | -0.2 | 91 | -1.4% | -13% | -1.5% | i | 36 | -2%
CC(C)(C)OC(=O)N1CCC[C@H]1C(=O)N/N=C/c1cccc2nccnc12 | -3% | -14% | -0.2% | -1.3 | 53 | 0.3% | 10% | -1.1% | i | 26 | -1%
CC1(C)CC(=O)C(C=NCC(O)c2ccccc2)=C(O)C1 (centres undefined) | 2% | -4% | -0.2% | 1.8 | 82 | 0.4% | 6% | 1.4% | i | 15 | 2%
O=C(CN1C(=O)C2CCCCC2C1=O)N1CCN(c2ccc(F)cc2)CC1 (centres undefined) | 2% | . | -0.1% | 0.5 | 90 | -0.8% | 16% | -8.5% | i | 42 | -7%
CC(C)c1ccc(N2CC(C(=O)Nc3nccs3)CC2=O)cc1 (centres undefined) | 9% | -4% | -0.1% | 0.6 | 84 | -0.7% | -2% | -1.0% | i | 53 | -12%
O=C(COC(=O)c1ccccc1Br)Nc1cc(S(=O)(=O)N2CCOCC2)ccc1N1CCCC1 | 0% | 2% | 0.5% | 0.4 | 43 | -1.0% | 2% | 6.8% | i | 7 | -26%
C=CCC(NCc1ccccc1)c1ccc(C)o1 (centres undefined) | . | 5% | . | 0.4 | 51 | 0.2% | . | . | i | 62 | .
Cc1ccc(-c2ccc(CCC(=O)O)n2NC(=O)c2ccc([N+](=O)[O-])cc2)cc1 | 6% | 9% | 0.3% | 0.1 | 55 | 0.4% | -2% | . | i | 51 | 6%
CCOC(=O)c1c(NC(=O)COC(=O)c2nc(Cl)ccc2Cl)sc2c1CCC2 | 10% | -6% | -0.1% | 4.5 | 54 | 0.0% | -2% | 7.6% | i | 42 | -42%
Cc1ccc(S(=O)(=O)N(CC(O)CN2C(=O)NC(C)(C)C2=O)c2cccc([N+](=O)[O-])c2)cc1 (centres undefined) | -3% | 3% | -0.4% | -0.5 | 45 | -0.1% | -2% | 4.3% | i | 54 | -68%
O=C(NCCCn1ccnc1)c1cc(C(=O)C2CCCCC2)c[nH]1 | -3% | 2% | 0.1% | 1.9 | 53 | 0.2% | 4% | 3.4% | i | 64 | -7%
CCCc1c(NC(=O)Nc2ccc(Cl)cc2Cl)cnn1-c1ccccc1 | -7% | 4% | 0.6% | 2.2 | 43 | -0.6% | 11% | -4.2% | i | 27 | -9%
Cc1ccc(S(=O)(=O)Cc2nc3ccccc3c(=O)[nH]2)cc1 | 16% | -1% | 0.0% | -0.6 | 50 | 0.3% | 2% | 3.4% | i | 54 | -27%
O=C(NNC(=O)c1ccccc1[N+](=O)[O-])Nc1ccc(Cl)cc1 | 1% | 0% | -0.1% | -1.8 | 77 | -0.5% | -1% | -3.8% | i | 37 | -21%[20 µM]

Gathered by group, the entries above containing a halogen (six)
SMILES | GPR35 antagonists | PhoP inhibition | GPR55 activation | NTR1 agonist | NTR1 agonist cell count 20 µM | West Nile antiviral | GPR55 antagonists | KOR beta-arrestin-1 | T cell modulator | T cell modulator vesicle-bound % | KOR beta-arrestin-2
CCN(Cc1ccncc1)C(=O)C1CCC(=O)N(Cc2ccc(Cl)cc2)C1 (centres undefined) | 8% | -1% | 0.0% | 1.6 | 38 | -0.5% | 6% | -2.6% | i | 20 | 6%
O=C(CN1C(=O)C2CCCCC2C1=O)N1CCN(c2ccc(F)cc2)CC1 (centres undefined) | 2% | . | -0.1% | 0.5 | 90 | -0.8% | 16% | -8.5% | i | 42 | -7%
O=C(COC(=O)c1ccccc1Br)Nc1cc(S(=O)(=O)N2CCOCC2)ccc1N1CCCC1 | 0% | 2% | 0.5% | 0.4 | 43 | -1.0% | 2% | 6.8% | i | 7 | -26%
CCOC(=O)c1c(NC(=O)COC(=O)c2nc(Cl)ccc2Cl)sc2c1CCC2 | 10% | -6% | -0.1% | 4.5 | 54 | 0.0% | -2% | 7.6% | i | 42 | -42%
CCCc1c(NC(=O)Nc2ccc(Cl)cc2Cl)cnn1-c1ccccc1 | -7% | 4% | 0.6% | 2.2 | 43 | -0.6% | 11% | -4.2% | i | 27 | -9%
O=C(NNC(=O)c1ccccc1[N+](=O)[O-])Nc1ccc(Cl)cc1 | 1% | 0% | -0.1% | -1.8 | 77 | -0.5% | -1% | -3.8% | i | 37 | -21%[20 µM]

Remaining list, next part.
SMILES | GPR35 antagonists | PhoP inhibition | GPR55 activation | NTR1 agonist | NTR1 agonist cell count 20 µM | West Nile antiviral | GPR55 antagonists | KOR beta-arrestin-1 | T cell modulator | T cell modulator vesicle-bound % | KOR beta-arrestin-2
O=C(Cc1ccccc1)N/N=C/c1ccccc1F | 8% | -1% | -0.1% | . | . | -0.2% | 5% | -0.6% | . | . | 5%
CC(C)(C)C(=O)NC(=S)Nc1sc2c(c1C#N)CCCCC2 | 13% | -17% | -0.1% | 18 | 53 | 0.8% | 1% | -5.3% | i | 51 | 20%
CC(=O)OC(Cn1nc(C)cc1C)c1ccccc1 (centres undefined) | 5% | -12% | -0.2% | -1.8 | 59 | -0.1% | 4% | 0.6% | i | 28 | -8%
CCCCNC(=O)C1c2cc(OC)c(OC)cc2C(=O)N(C)C1c1ccc(OC)cc1 (centres undefined) | -6% | 4% | 0.0% | -0.2 | 92 | -1.0% | -1% | -0.9% | i | 34 | 20%
CC1CCN(S(=O)(=O)c2ccc3c(c2)n(C)c(=O)n3C)CC1 | -5% | -5% | -0.1% | 0.0 | 45 | -0.4% | 12% | 0.6% | i | 66 | -29%
Cc1cc(C)c(C#N)c(Nc2cccc(C)c2C)n1 | -2% | -6% | 0.3% | -0.3 | 55 | -1.4% | 4% | -6.3% | i | 51 | 28%
CCC1C(=O)N=C(SCC(=O)Nc2ccc(Br)cn2)NC1=O (centres undefined) | -19% | 0% | -0.1% | -1.3 | 79 | -0.6% | 8% | -0.2% | i | 60 | 1%
CC(CCc1ccccc1)NC(=O)CCNC(=O)Cn1ccc2ccccc2c1=O (centres undefined) | -14% | -6% | 1.4% | 1.4 | 50 | -0.5% | 8% | 2.7% | i | 45 | 1%
COc1ccc(NC(=O)c2cc(-c3ccc(C)cc3)on2)cc1OC | -4% | 0% | 0.0% | -0.1 | 58 | -0.2% | 6% | 2.1% | i | 62 | -7%
CCOC(=O)CCCNC(=O)CN1C(=O)NC(c2ccccc2)(c2ccccc2)C1=O | -21% | -2% | 0.2% | -1.2 | 33 | -0.3% | -7% | 0.9% | i | 31 | -8%
Cc1cccc(C)c1NC(=O)CSc1nnnn1C | 6% | 1% | -0.2% | 0.2 | 53 | -0.6% | -2% | -0.2% | i | 66 | 2%
Cc1ccc(C(=O)N(Cc2nc(-c3ccc(C)cc3)no2)C(C)C)cc1 | -2% | 10% | -0.1% | -5.4 | 59 | -0.9% | 5% | 1.6% | i | 43 | -32%
O=c1ccn(Cc2ccccc2Cl)cc1 | -1% | 11% | -0.1% | -0.8 | 55 | -0.3% | 5% | 1.3% | i | 17 | 1%
O=C(NCc1ccc2c(c1)OCO2)c1cccc(Cl)c1 | -1% | 8% | 1.1% | -0.4 | 46 | 0.1% | 9% | 1.0% | i | 41 | 19%
CCc1nnc(NC(=O)C2CC(=O)N(Cc3ccco3)C2)s1 (centres undefined) | -6% | 1% | -0.2% | -1.0 | 89 | 0.2% | 9% | -1.5% | i | 4 | -13%
CC(C)N1CCN(Cc2ccc(C#CC(C)(C)O)s2)CC1CCO (centres undefined) | 11% | 2% | 0.3% | 2.4 | 48 | -0.4% | 2% | -1.3% | i | 36 | -31%
Cc1ccccc1CN(c1ccc(C(N)=O)cc1)S(C)(=O)=O | -5% | 4% | 0.7% | -1.7 | 86 | -0.1% | -9% | 10% | i | 51 | 32%
COC(C(=O)Nc1ccccc1C(=O)N1CCOCC1)c1ccccc1 (centres undefined) | 3% | 2% | 0.0% | -0.1 | 72 | -0.4% | 13% | 3.5% | i | 50 | 9%
CCOC(=O)Cn1nc(NC(=O)c2cc(OC)cc(OC)c2)cc1C | 19% | -3% | -0.1% | 0.8 | 61 | 0.2% | 1% | -5.1% | i | 50 | 8%
O=C(C[n+]1ccccc1)Nc1nc2ccccc2s1 | -10% | -3% | -0.4% | 0.9 | 37 | 0.3% | -12% | 8.4% | i | 19 | .
CCCCCCP(=O)(O)c1ccccc1 | 4% | -6% | -0.1% | 1.8 | 70 | 0.5% | 0% | 2.9% | i | 35 | 17%
Cc1cc(C)n2nc(C(=O)Oc3ccc4c(c3)OCO4)nc2n1 | -6% | . | -1.0% | 3.5 | 75 | 0.0% | -1% | 2.4% | i | 19 | 3%
CCn1c(CNC(=O)C2CCCCC2)cc2ccccc21 | 2% | 2% | -0.1% | -0.4 | 49 | -0.6% | 5% | 4.4% | i | 26 | -33%
O=C(CCS(=O)(=O)Cc1cccc(Cl)c1)NCCc1ccccc1 | -7% | -10% | 0.7% | -1.0 | 77 | 0.0% | 2% | 0.0% | i | 28 | -36%
CN1CCN(NC(=O)c2ccc(Cl)c([N+](=O)[O-])c2)CC1 | -8% | 7% | 0.1% | 0.4 | 62 | -0.1% | -6% | -1.0% | i | 44 | -5%
Cc1ccc(S(=O)(=O)N2CCN(C(=O)COC(=O)COc3ccccc3)CC2)cc1 | -5% | -8% | -0.2% | -0.6 | 85 | -0.3% | -8% | -0.5% | i | 51 | -21%
CC1CCN(Cc2nnnn2-c2ccc(Cl)cc2)CC1 | -6% | -2% | 0.7% | 3.5 | 61 | 0.3% | -6% | 2.8% | i | 48 | 2%
CCSc1nnc(NC(=O)CSc2nncc(=O)n2N)s1 | -1% | -8% | 0.2% | -2.3 | 50 | -0.4% | -6% | -1.0% | i | 37 | -11%
COc1ccccc1NC(=O)CNC(=O)c1ccccc1 | -3% | -4% | 0.2% | -1.4 | 54 | 0.0% | 36% | 45% | i | 30 | -2%
